Bioassay records: PubChem, The Scripps Research Institute Molecular Screening Center
PAFAH1B2 inh – PAFAH1B2 enzyme inhibitors, primary screen, biochemical, fluorescence polarization, human; Platelet-activating factor acetylhydrolase IB subunit alpha2 (Homo sapiens), P68402; recombinant PAFAH1B2, FP-rhodamine activity probe; inhibition, % at 3.39 µM; 340,000 compounds, 1.2% hits; AID 492953, 2010;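 active = inhibition above the mean of all tested compounds plus 3 SD, cut at about 24% in these data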;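 note: 0% = enzyme with DMSO and 100% = wells lacking PAFAH1B2; many of its hits are not listed in these tables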
pPAFAH inh – pPAFAH enzyme inhibitors, primary screen, biochemical, fluorescence polarization, human. recombinant pPAFAH, FP-rhodamine probe fluorescence polarization. inhibition, % at 3.39 µM. 330,000 compounds, 1.5% hits;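 active = inhibition above the mean inhibition across the screen plus 3 SD, cut at about 25% in these data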;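 note: inhibitors block binding of the rhodamine activity-based probe so polarization drops; 0% = enzyme with DMSO and 100% = wells lacking pPAFAH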
PAFAH1B3 FP inh – PAFAH1B3 enzyme inhibitors, primary screen, biochemical, fluorescence polarization, human. inhibition, % at 3.39 µM. 340,000 compounds, 0.28% hits. recombinant PAFAH1B3, FP-rhodamine probe;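 active = inhibition above the screen-wide average of all tested compounds plus 3 SD, cut at about 25% in these data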;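 note: 0% = enzyme with DMSO only and 100% = wells lacking PAFAH1B3 protein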
GSTO1 counter – inhibitors of recombinant GSTO1, primary screen, counter-screen for RBBP9 inhibitor project, biochemical, fluorescence polarization; activity-based probe fluorescence polarization; 300,000 compounds, 1.1% hits; AID 1974, 2009; Glutathione S-transferase omega-1 (Homo sapiens), P78417; inhibition, % at 5.96 µM;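 active = inhibition above the campaign mean inhibition plus 3 SD, cut at about 35% in these data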;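 note: 0% = GSTO1-1 with DMSO and 100% = wells lacking GSTO1-1 enzyme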
PAD4 inh – human PAD4 inhibitors, primary screen, biochemical, fluorescence polarization, 1536-well format. recombinant PAD4, RCA probe fluorescence polarization. AID 485272, 2010. 330,000 compounds, 0.41% hits. inhibition, % at 6.36 µM;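 active = percent inhibition above a cutoff equal to the mean of all tested compounds plus 3 SD, cut at about 15% in these data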;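 note: 0% = PAD4 with RCA probe and DMSO and 100% = probe without PAD4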
Target sequence (Q9UM07 whole entry, looked up): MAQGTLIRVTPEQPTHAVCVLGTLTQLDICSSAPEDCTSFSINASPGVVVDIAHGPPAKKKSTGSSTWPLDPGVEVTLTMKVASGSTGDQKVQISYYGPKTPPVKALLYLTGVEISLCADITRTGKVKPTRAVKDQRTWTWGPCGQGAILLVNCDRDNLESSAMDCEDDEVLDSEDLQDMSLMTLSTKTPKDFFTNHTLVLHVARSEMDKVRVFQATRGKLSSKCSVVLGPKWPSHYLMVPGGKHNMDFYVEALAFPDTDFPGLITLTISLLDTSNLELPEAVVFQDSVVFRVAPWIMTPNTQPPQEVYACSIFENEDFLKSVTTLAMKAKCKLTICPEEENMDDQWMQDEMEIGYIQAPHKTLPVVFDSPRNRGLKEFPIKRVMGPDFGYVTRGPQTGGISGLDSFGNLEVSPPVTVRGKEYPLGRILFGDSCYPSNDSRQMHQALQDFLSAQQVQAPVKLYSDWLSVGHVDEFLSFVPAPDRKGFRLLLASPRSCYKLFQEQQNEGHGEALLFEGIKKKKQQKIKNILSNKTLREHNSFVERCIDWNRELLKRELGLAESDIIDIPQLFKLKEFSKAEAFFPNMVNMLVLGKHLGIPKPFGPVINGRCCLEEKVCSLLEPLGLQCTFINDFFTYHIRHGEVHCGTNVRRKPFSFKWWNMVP
LYPLA1 inh – LYPLA1 inhibitors, primary screen, counter-screen for PME1 inhibitor project, biochemical, fluorescence polarization, FP-Rh probe ABPP. Acyl-protein thioesterase 1 (Homo sapiens), O75608. recombinant LYPLA1. inhibition, % at 5.9 µM. 320,000 compounds, 0.16% hits. AID 2174, 2009;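 active = inhibition above the mean of all tested compounds plus 3 SD, set per campaign, cut at about 14% in these data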;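 note: inhibitors block serine hydrolase probe labeling of LYPLA1 so polarization falls; 0% = enzyme with DMSO and 100% = wells lacking LYPLA1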
PREPL inh – PREPL enzyme inhibitors, primary screen, biochemical, fluorescence polarization | Prolyl endopeptidase-like (Homo sapiens), Q4J6C6 | recombinant PREPL, fluorescence polarization activity-based probe | inhibition, % at 5.96 µM | 320,000 compounds, 0.68% hits; in the data active = inhibition above about 43%;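 note: 0% = enzyme with DMSO and 100% = wells lacking enzyme; many of its hits are not listed in these tables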
PME-1 inh – PME-1 inhibitors via competitive probe labeling, primary screen, biochemical, fluorescence polarization, FP-Rh probe, HTS. recombinant PME-1. inhibition, % at 5.9 µM. 320,000 compounds, 0.53% hits;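 active = inhibition above the campaign mean of all compounds plus 3 SD, cut at about 26% in these data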;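 note: competitive labeling of PME-1 active site by serine hydrolase directed probe; 0% = PME-1 with DMSO and 100% = wells lacking PME-1 enzyme; inhibitors block probe labeling so polarization falls and inhibition rises; many of its hits are not listed in these tables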
LYPLA2 counter – LYPLA2 inhibitors, primary screen, counter-screen for PME1 inhibitor project, biochemical, fluorescence polarization, FP-Rh probe ABPP; Acyl-protein thioesterase 2 (Homo sapiens), O95372; recombinant LYPLA2; inhibition, % at 5.9 µM; 320,000 compounds, 0.38% hits;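 active = inhibition above the screen-wide mean plus 3 SD, limit set per campaign, cut at about 26% in these data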;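 note: 0% = LYPLA2 with DMSO and 100% = wells lacking LYPLA2 enzyme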
Target sequence (O95372 whole entry, looked up): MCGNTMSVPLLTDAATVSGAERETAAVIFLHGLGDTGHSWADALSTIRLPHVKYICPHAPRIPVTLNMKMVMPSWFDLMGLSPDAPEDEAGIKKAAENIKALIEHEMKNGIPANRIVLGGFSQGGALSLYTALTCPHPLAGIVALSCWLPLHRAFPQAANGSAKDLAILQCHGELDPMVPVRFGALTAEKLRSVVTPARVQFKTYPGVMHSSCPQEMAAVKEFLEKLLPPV
* hit, by the source's call; x = no result given.

SMILES | PAFAH1B2 inh | pPAFAH inh | PAFAH1B3 FP inh | GSTO1 counter | PAD4 inh | LYPLA1 inh | PREPL inh | PME-1 inh | LYPLA2 counter
Cc1ccc(S(=O)(=O)N2CCN(C(=O)c3ccccc3OCc3c(C)noc3C)CC2)cc1 | 23 | 2 | 3 | x | -1 | 1 | 25 | 3 | 9
CCCC(=O)NC(c1ccc(N(C)C)cc1)c1ccc2cccnc2c1O (centres undefined) | 1 | 11 | 7 | 0 | 3 | 2 | 9 | 3 | 11
O=C(c1cccc(Cl)c1)N1CCn2c1nc1ccccc12 | -2 | -1 | -3 | 1 | 0 | 0 | 2 | 0 | 0
NS(=O)(=O)c1cccc(NC(=O)COC(=O)C2CCN(S(=O)(=O)c3cccs3)CC2)c1 | 3 | 8 | 3 | -5 | -1 | -3 | -3 | 1 | -2
Fc1ccccc1-c1nc(N2CCCCC2)c2ccccc2n1 | 4 | 1 | 4 | -3 | 3 | 1 | 7 | -8 | -3
O=C(CNS(=O)(=O)c1ccccc1)N/N=C/c1ccncc1 | -1 | 0 | 8 | x | 1 | -1 | -2 | -2 | 0
CN(CCC#N)C(=O)COC(=O)c1ccc2[nH]c3c(c2c1)CCCC3 | x | -4 | x | 5 | 1 | 1 | 13 | -2 | -2
CCOC(=O)c1c(NC(=O)C(C)Sc2cn(C)c3ccccc23)sc2c1CCC2 (centres undefined) | 3 | 0 | -2 | 3 | 3 | 0 | 1 | -7 | -2
Cc1ccc(CNC(=O)CCCNS(=O)(=O)c2cccc3nonc23)cc1 | 5 | 2 | 11 | 2 | 0 | -2 | 6 | -2 | -2
CC1(C)Oc2ccc(C(=O)N3CCCCC3)cc2N(CC(=O)NCc2ccccc2)C1=O | 5 | -1 | 3 | 0 | 2 | 1 | 6 | 0 | 2
COc1ccccc1CNC(=O)c1cc(C2CC2)nc2c1cnn2C(C)C | -5 | 6 | -8 | x | -4 | 2 | 7 | 2 | -4
C=CCN(c1ccccc1C(=O)NCC(=O)O)S(=O)(=O)c1ccc(C)cc1 | 10 | 8 | 0 | 3 | -2 | 2 | 6 | 0 | 0
O=C1/C(=N\S(=O)(=O)c2cccs2)C([n+]2ccccc2)=C([O-])c2ccccc21 | 16 | 1 | 49* | 92* | 12 | -3 | 14 | -2 | 3
COc1cc(C(=O)OCC(=O)NC2CCS(=O)(=O)C2)ccc1OCc1c(C)noc1C (centres undefined) | 1 | 2 | 3 | -8 | -1 | -4 | -3 | -6 | 0
CCOc1ccccc1Nc1nnc(SCC(=O)NC2CC2)s1 | 6 | 2 | 11 | x | -6 | x | 21 | x | x

PAFAH1B3 FP inh, entries above that show a hit.
| canonical_smiles | PAFAH1B2 inh | pPAFAH inh | PAFAH1B3 FP inh | PAD4 inh | PREPL inh | PME-1 inh |
| --- | --- | --- | --- | --- | --- | --- |
| O=C1/C(=N\S(=O)(=O)c2cccs2)C([n+]2ccccc2)=C([O-])c2ccccc21 | 16 | 1 | 49* | 12 | 14 | -2 |

Back to the main list, starting 2 compounds before the break.
SMILES | PAFAH1B2 inh | pPAFAH inh | PAFAH1B3 FP inh | GSTO1 counter | PAD4 inh | LYPLA1 inh | PREPL inh | PME-1 inh | LYPLA2 counter
COc1cc(C(=O)OCC(=O)NC2CCS(=O)(=O)C2)ccc1OCc1c(C)noc1C (centres undefined) | 1 | 2 | 3 | -8 | -1 | -4 | -3 | -6 | 0
CCOc1ccccc1Nc1nnc(SCC(=O)NC2CC2)s1 | 6 | 2 | 11 | x | -6 | x | 21 | x | x
Cc1[nH]c2ccccc2c1CCC(N)=O | 2 | -6 | 4 | 2 | 2 | 1 | 5 | 4 | -2
CCC(CC)C(=O)N1CCN(c2ccccc2)CC1 | 3 | -2 | 3 | 2 | 3 | -1 | -9 | -3 | 0
CC(=O)C1=C(C)NC(C)=C(C(C)=O)C1c1cn(-c2ccccc2)nc1-c1cccs1 | 0 | 3 | 4 | -4 | 3 | -1 | -6 | 1 | 5
CCOC(=O)C1C(c2ccc(O)c(OC)c2)NC(=O)NC1(O)C(F)(F)F (centres undefined) | 7 | -1 | 11 | 1 | 0 | 1 | 1 | 0 | 3
Cn1c(=O)c2cc3c(nc2n(C)c1=O)CC(c1ccccc1)CC3=O (centres undefined) | -2 | 4 | -5 | -11 | -2 | -1 | 18 | 0 | -4
O=c1c2ccccc2nc(-c2ccc(Cl)c(Cl)c2)n1O | -1 | 3 | 0 | 4 | -2 | -2 | 14 | -2 | -4
Nc1ncnc2c1ncn2[C@@H]1O[C@H](CNC(=O)[C@@H]2CCCN2S(=O)(=O)c2ccc(F)cc2)[C@@H](O)[C@H]1O | -1 | 2 | 5 | x | 4 | x | x | x | x
Cc1nc(N2CCOCC2)nc(OC(C)C)c1[N+](=O)[O-] | 4 | 5 | -4 | 4 | 6 | -2 | -5 | -1 | -1
O=C(Cc1cccc(NC(=O)C2CCN(C(=O)C3CCCCC3)CC2)c1)Nc1cccc(C(=O)N2CCCC2)c1 | 3 | -2 | 2 | x | -5 | 1 | -1 | 7 | 2
Cc1nn(-c2ccccc2)c(N2CCCC2)c1/C=C1\N=C(c2ccc(F)cc2)OC1=O | 2 | 3 | 3 | -1 | 0 | -3 | 3 | 0 | -5
COc1cccc(/C=N/NC(=O)CC2C(=O)NN=C2C)c1O (centres undefined) | 6 | 4 | 4 | -2 | 3 | 6 | 3 | -1 | 6
C=C(C)C(O)Cc1c(OC)ccc(C(=O)/C=C/c2ccc(O)cc2)c1O (centres undefined) | 0 | 5 | -7 | x | 0 | x | 14 | x | x
CCCCCCSc1nsc(NC(=O)CC(C)C)n1 | 0 | -3 | 5 | -4 | -1 | -3 | 7 | 0 | -1
COc1ccc(/C=C(\C#N)C(=O)C(C)(C)n2cncn2)cc1 | 2 | -3 | 9 | 0 | -13 | -6 | 2 | -7 | -15
O=C(CCN1C(=O)C2C3C=CC(C4CC34)C2C1=O)Oc1ccc(Br)cc1 (centres undefined) | 3 | 7 | -6 | 13 | -1 | -1 | 23 | -2 | 11
CC(C)NC(=O)NC(=O)CSc1nncn1C | 4 | -3 | 3 | 1 | 6 | -2 | 22 | -6 | 5
Cc1ccc(Cl)cc1NC(=O)c1ccc(NC(=O)CCC(=O)O)cc1 | 3 | -1 | -2 | 3 | 1 | -2 | 20 | -3 | -6
COc1ccc(S(=O)(=O)NCC(=O)NCc2cc(=O)n(C)c(=O)n2C)cc1F | 0 | 5 | 0 | 0 | -4 | 1 | 7 | 0 | -4
Cc1cccc(C)c1NC(=O)CSCC(=O)c1ccc(O)c(O)c1 | 1 | 7 | 5 | 31 | 2 | 5 | 4 | 2 | 4
CCn1c(=O)cc(SCC(=O)NCC2CCCO2)c2ccccc21 (centres undefined) | 5 | -6 | 1 | 4 | 2 | 4 | 19 | -6 | 3
COc1cccc(C2C(=O)N(C3CCCCC3)CC(=O)N2Cc2ccc(F)cc2)c1 (centres undefined) | 0 | -2 | 3 | 5 | 2 | -1 | 5 | -2 | -1
COC(=O)c1c(C)oc2ccc(N(C(=O)c3ccncc3)S(=O)(=O)c3ccc(C)cc3C)cc12 | 2 | -7 | 5 | -4 | -6 | -12 | -8 | -21 | -18
Cc1ccc(CCC(=O)Nc2nccs2)o1 | 2 | 5 | 7 | 3 | 7 | -1 | 9 | 0 | 6
O=C(CCN1C(=O)/C(=C\C=C\c2ccccc2)SC1=S)Nc1ccccc1C(=O)O | 5 | 30* | 8 | -1 | -14 | -8 | 10 | -5 | -1
CC(C)n1nnnc1SCC(=O)N1N=C(c2cccs2)CC1c1cccs1 (centres undefined) | 11 | 2 | 12 | x | 1 | -2 | 11 | 11 | 3
O=C(NCc1ccco1)C(=O)c1c[nH]c2ccccc12 | 2 | -1 | 2 | 3 | -4 | 1 | 1 | -4 | 2
C[C@H](CO)N1C[C@H](C)[C@@H](CN(C)Cc2ccc(Cl)c(Cl)c2)Oc2c(NS(=O)(=O)c3cn(C)cn3)cccc2C1=O | 3 | 3 | 8 | x | 0 | x | 17 | x | x
CSCCC(NS(=O)(=O)/C=C/c1ccccc1)C(=O)N1CCC(C)CC1 (centres undefined) | 6 | 2 | 3 | 1 | -2 | 2 | 10 | 7 | -5
CC(C)C(NC(=O)COc1ccccc1)C(=O)O (centres undefined) | 2 | 0 | 2 | 4 | 1 | 5 | 1 | 5 | 4
Cc1ccc(NC(=S)N(C)N)cc1Cl | 1 | 2 | 3 | 4 | 3 | 0 | 4 | -4 | 5
CCOc1ccc(OCCNC(=O)c2ccc3c(c2)nnn3CC)cc1 | 3 | 8 | -3 | x | -1 | x | 12 | x | x
COC(=O)CC/C(O)=C1/C(=N)CC(C)(C)CC1=O | 6 | 1 | 4 | -6 | -3 | 0 | 0 | 4 | -3
CCN(CCO)C(=S)Nc1cc(S(=O)(=O)N(C)C)ccc1C | 0 | 5 | 6 | -4 | -3 | 1 | -6 | -5 | -3
Cc1nc(C)c(C(=O)C2=C(O)C(=O)N(CCCn3ccnc3)C2c2ccc(Cl)cc2)s1 (centres undefined) | 3 | 3 | 12 | 6 | -2 | -1 | 1 | 0 | -2
COc1ccc(-c2ccc(N)cn2)cn1 | -3 | 1 | 6 | x | 0 | 0 | 0 | 3 | 4
CC(C)NC(=O)c1cc(-c2cccs2)on1 | 6 | 2 | 3 | 1 | -1 | -6 | -4 | 1 | -5
Cc1ccc(-c2n[nH]c(=O)c3ccccc23)cc1S(=O)(=O)N(C)C | 0 | -3 | 0 | -4 | 4 | 1 | 16 | 3 | -1
CNC(=O)COc1ccc(S(=O)(=O)Nc2ccc(OC)cc2)cc1 | 1 | 11 | -2 | 6 | -2 | -1 | -3 | 2 | -1
O=C(O)CCNS(=O)(=O)c1ccc2ccccc2c1 | 5 | -8 | -1 | 3 | 4 | 1 | 19 | 1 | 0
CN(C)c1nc(N)c([N+](=O)[O-])c(NCC2CCCO2)n1 (centres undefined) | x | -3 | x | -3 | -1 | 0 | 5 | -1 | 2
COc1cccc(/C=c2/s/c(=C(\C#N)C(=O)N3CCOCC3)n(-c3ccccc3)c2=O)c1 | 3 | 4 | 2 | -4 | -5 | 2 | -7 | -2 | 5
Cc1ccc(CC2C(=O)N(c3cc(C)ccc3C)C(=O)C2C)cc1 (centres undefined) | -1 | 9 | 7 | -1 | -1 | 1 | 0 | 0 | 9
O=C(c1ccc([N+](=O)[O-])s1)N1CCN(c2ccccn2)CC1 | -2 | 9 | -4 | 9 | -5 | -2 | 29 | 2 | -3
COc1ccc(CNC(=O)C2CCCN2S(=O)(=O)c2ccccc2)cc1 (centres undefined) | -6 | 3 | 0 | 2 | -1 | -1 | 20 | -3 | -3
CCSc1nnc(NS(=O)(=O)c2ccc(OC)cc2)s1 | -4 | -2 | 4 | 12 | 3 | 3 | 18 | -1 | 8
CCCSc1cc(N2CCOCC2)nc(-c2ccccc2Cl)n1 | 5 | 10 | 1 | 7 | -5 | -8 | -2 | -7 | -3

The list is partial; count on the stated rates, not on these rows.
